Screening results deposited in PubChem BioAssay by National Center for Advancing Translational Sciences (NCATS).
USP1 inh = Inhibitors of USP1/UAF1: Primary Screen; AID 743255, 2014; Ubiquitin carboxyl-terminal hydrolase 1 (Homo sapiens), O94782; hit rate 0.23% among 390,000; Potency, µM (doses to about 57.1 µM), for inactives: top-dose activity change, negative = inhibition, most hits filed as inhibitors; recombinant USP1/UAF1, Ub-Rhodamine cleavage fluorescence; note: potency is the fitted concentration of half-maximal effect; % is set by controls: 0 for no effect and ±100 for the full control effect; nearly all actives have a fitted effect of over 60% in size; inactives centre near -12
Target sequence (O94782 whole entry, looked up): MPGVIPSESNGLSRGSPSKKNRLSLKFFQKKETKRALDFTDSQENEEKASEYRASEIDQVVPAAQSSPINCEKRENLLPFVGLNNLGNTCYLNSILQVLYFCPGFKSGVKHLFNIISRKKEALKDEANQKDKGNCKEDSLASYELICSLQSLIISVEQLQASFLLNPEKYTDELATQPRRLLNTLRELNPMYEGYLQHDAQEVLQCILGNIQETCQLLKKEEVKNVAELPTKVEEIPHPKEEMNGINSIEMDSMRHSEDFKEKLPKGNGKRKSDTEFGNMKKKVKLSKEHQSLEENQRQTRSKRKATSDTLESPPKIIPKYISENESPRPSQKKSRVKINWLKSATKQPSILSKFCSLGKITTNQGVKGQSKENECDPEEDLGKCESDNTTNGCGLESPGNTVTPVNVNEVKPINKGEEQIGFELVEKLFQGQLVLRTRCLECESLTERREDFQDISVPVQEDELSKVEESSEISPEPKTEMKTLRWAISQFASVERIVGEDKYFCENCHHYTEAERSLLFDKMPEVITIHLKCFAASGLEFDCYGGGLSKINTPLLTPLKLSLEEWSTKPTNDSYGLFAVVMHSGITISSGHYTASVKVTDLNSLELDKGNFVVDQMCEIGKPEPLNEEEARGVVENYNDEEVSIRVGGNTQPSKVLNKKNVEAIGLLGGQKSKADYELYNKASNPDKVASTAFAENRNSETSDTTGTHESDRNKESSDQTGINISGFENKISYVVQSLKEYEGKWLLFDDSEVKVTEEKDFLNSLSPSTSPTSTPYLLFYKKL
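USP1/UAF1 complex at 1 nM was preincubated with compound for 15 min at room temperature, then Ub-Rho substrate (150nM final) was added. Fluorescence (480/540 nm) was read kinetically, 6 reads every 60 seconds.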
LDHA inh = qHTS assay for inhibitors of human lactate dehydrogenase. hit rate 0.15% among 480,000. activity change, % (values are at about 110 or 230 µM). AID 1347041, 2019. purified LDHA, NADH/diaphorase-resazurin fluorescence; hits give low values; in the data active = activity change below about -30%; inconclusive = mostly about -25% to -30%;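 note: plate controls were DMSO wells for no effect and wells without enzyme for full effect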
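Remaining NADH was detected by diaphorase (0.133 mg/mL) converting 37 µM resazurin to fluorescent resorufin, read at 0 and 20 minutes. The preceding 5-minute room-temperature reaction used 2 nM LDHA, 0.2 mM sodium pyruvate and 0.06 mM NADH at pH 7.4.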
Glioma ERSR ind = qHTS for Inducers of the Endoplasmic Reticulum Stress Response (ERSR) in Human Glioma: qHTS. U87-MG GRP78 promoter luciferase reporter, 16 h. AID 602332, 2012. hit rate 0.02% among 420,000. Potency, µM, for the others: at the highest dose activation, most hits filed as activators; note: potency is the fitted concentration of half-maximal effect; series mostly up to about 76 µM; % of control where 0% means no effect; nearly all actives have a fitted effect of over 35% in size
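Stably transfected U87-MG glioma cells carrying a GRP78-based luciferase sensor; 16 h compound incubation. Luminescence end-point read 10 min after Bright-Glo addition at room temperature.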
TrxR1 inh = qHTS Assay for Inhibitors of Mammalian Selenoprotein Thioredoxin Reductase 1 (TrxR1): qHTS; Thioredoxin reductase 1, cytoplasmic (Rattus norvegicus), O89049; recombinant rTrxR1, NADPH fluorescence consumption, selenite substrate; Potency, µM (series often up to 114 µM), for the others: top-dose activity change, negative = inhibition, usual class: inhibitors; hit rate 1% among 390,000; note: potency is the fitted concentration of half-maximal effect; % is set by controls: 0 for no effect and ±100 for the full control effect; nearly all actives have a fitted effect of over 65% in size
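Rat TrxR1 (90 nM in the dispensed reagent) was pre-reduced with 400 uM NADPH for 5 min at room temperature, then incubated with compound for 15 min. After 400 uM selenite was added, NADPH fluorescence (Ex 340/Em 450 nm) was followed for 8 min.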
RGS4 inh = Inhibitors of Regulator of G Protein Signaling (RGS) 4: qHTS; Regulator of G-protein signaling 4 (Homo sapiens), P49798; Transcreener GDP fluorescence polarization, RGS4-accelerated GTP hydrolysis; Potency, µM (doses to about 114 µM), for inactives: at the highest dose activity change, negative = inhibition, hits mostly inhibitors; hit rate 0.039% among 390,000; AID 504845, 2011; note: potency is the fitted concentration of half-maximal effect; % is set by controls: 0 for no effect and ±100 for the full control effect; nearly all actives have a fitted effect of over 75% in size; some results filed as inactive show a strong effect at the top dose
Target sequence (P49798 whole entry, looked up): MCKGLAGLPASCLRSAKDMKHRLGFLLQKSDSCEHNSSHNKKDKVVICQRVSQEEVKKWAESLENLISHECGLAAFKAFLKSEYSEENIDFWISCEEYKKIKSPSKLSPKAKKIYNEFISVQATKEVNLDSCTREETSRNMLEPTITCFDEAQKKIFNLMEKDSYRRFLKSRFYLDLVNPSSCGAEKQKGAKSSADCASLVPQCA
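MLSMR compounds (23 nl, pin-transferred) preincubated 10 min at room temperature with a 500nM (2x) first reagent, then RGS4 at 900nM (2x) plus Transcreener GDP mix added; fluorescence polarization (620/688 nm) read before and after 90 min at 30 °C.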
Vif-APOBEC3G blk = qHTS for Inhibitors of Vif-A3G Interactions: qHTS; DNA dC->dU-editing enzyme APOBEC-3G (Homo sapiens), Q9HC16; HeLa A3G-eYFP + Vif (tagged APOBEC3G with the HIV-1 protein that degrades it), YFP fluorescence, overnight; Potency, µM (series often up to 46.1 µM), inactives show at the top dose activity, negative = active, most hits filed as inhibitors; hit rate 0.076% among 410,000;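 note: potency is the fitted concentration of half-maximal effect; % is set by controls: 0 for no effect and ±100 for the full control effect; nearly all actives have a fitted effect of over 60% in size; hits raise eYFP signal because A3G escapes Vif-driven loss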
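Read-out is eYFP fluorescence (Ex 488/Em 500-530) from Vif-expressing HeLa A3G-eYFP cells; more signal means A3G escaped Vif-mediated degradation. Cells plated overnight, compound pinned in, incubated overnight at 37 deg C.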
mIDH1 inhibitor = qHTS for Inhibitors of mutant isocitrate dehydrogenase 1 (IDH1): qHTS. Isocitrate dehydrogenase [NADP] cytoplasmic (Homo sapiens), O75874. IDH1-R132H enzyme, NADPH consumption, diaphorase/resazurin fluorescence. Potency, µM (top dose mostly 76.6 µM), for the others: at the highest dose activity change, negative = inhibition, most hits filed as inhibitors. hit rate 0.093% among 390,000; note: potency is the fitted concentration of half-maximal effect; % is set by controls: 0 for no effect and ±100 for the full control effect; nearly all actives have a fitted effect of over 65% in size
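IDH1-R132H (0.5 ug/mL dispensed) in pH 7.5 Tris buffer was preincubated 30 min with compound, then given a substrate mix of 0.016 mM NADPH and 2 mM alpha-KG for 80 min at room temperature; remaining NADPH was read by diaphorase/resazurin fluorescence.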
Vif-APOBEC3F blk = qHTS for Inhibitors of Vif-A3F Interactions: qHTS | HeLa A3F-eYFP + Vif (tagged APOBEC3F with the HIV-1 protein that degrades it), YFP fluorescence increase | Potency, µM (doses to about 46.1 µM), for inactives: top-dose activity, negative = active | hit rate 0.2% among 390,000; note: potency is the fitted concentration of half-maximal effect; % of control where 0% means no effect; nearly all actives have a fitted effect of over 65% in size
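HeLa cells stably expressing A3F-eYFP plus Vif, plated and incubated overnight at 37 deg C, then exposed to compounds overnight at 37 deg C. Blocked degradation read as raised yellow fluorescence (Ex 488/Em 500-530).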
TrxR1 substrate = qHTS Assay for Substrates of Mammalian Selenoprotein Thioredoxin Reductase 1 (TrxR1): qHTS. purified TrxR1 substrate turnover, NADPH consumption readout. Potency, µM (series often up to 114 µM), for inactives: top-dose activity change, negative = substrate turnover. hit rate 0.01% among 390,000. AID 588456, 2011; note: potency is the fitted concentration of half-maximal effect; % is set by controls: 0 for no effect and ±100 for the full control effect; nearly all actives have a fitted effect of over 50% in size
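Rat TrxR1, dispensed at 90 nM, was prereduced with 400 uM NADPH (final) for 5 min at ~22 deg C, then incubated with compound 15 min before 400 uM selenite. A first-read NADPH fluorescence drop versus no-compound background flagged substrates.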
Active calls of the source: *; [ ] = another dose, or the depositor's remark. Unless noted, calls come from the whole dose curve; as a rule, active = well fitted curve in the direction sought with a large enough effect; inconclusive = small, poorly fitted or top-dose-only effect, or another doubt; inactive = no such curve, though single readings can be large; an effect the other way counts as inactive or inconclusive. Some of the compounds tested, so the mix of outcomes need not match the whole.

For CN(CC(=O)Nc1ccccc1C(F)(F)F)C(=O)c1ccc(-c2ccc(Cl)cc2)o1 the results were USP1 inh -23.6%, LDHA inh -7.0, Glioma ERSR ind -0.8%, TrxR1 inh 1.1%, RGS4 inh -7.7%, Vif-APOBEC3G blk -0.5%, mIDH1 inhibitor 0.0%, Vif-APOBEC3F blk -17.8% and TrxR1 substrate 15.2%.
Screening COC(=O)CC1C(=O)NCCN1C(=O)c1ccccc1 (stereo not given) returned USP1 inh -4.1%, LDHA inh -1.3, Glioma ERSR ind -3.0%, TrxR1 inh -2.3%, RGS4 inh 21.5%, Vif-APOBEC3G blk -0.4%, mIDH1 inhibitor -0.4%, Vif-APOBEC3F blk 0.0% and TrxR1 substrate -4.8%.
Cc1ccc(CN2CC(C(=O)N3CCN(S(=O)(=O)c4cc(C)ccc4C)CC3)CC2=O)cc1 (stereo not given) was read as USP1 inh -4.7%, LDHA inh -4.9, Glioma ERSR ind -2.9%, TrxR1 inh 3.2%, RGS4 inh -23.9%, Vif-APOBEC3G blk 1.1%, mIDH1 inhibitor -3.3%, Vif-APOBEC3F blk -12.2% and TrxR1 substrate -3.0%.
For CCN(Cc1ccccc1)c1ccc(/C=C(\C#N)c2ccccn2)cc1 the results were USP1 inh inconclusive, LDHA inh -3.1, Glioma ERSR ind 4.7%, TrxR1 inh -3.7%, RGS4 inh 5.6%, Vif-APOBEC3G blk -12.0%, mIDH1 inhibitor 5.7%, Vif-APOBEC3F blk 22.4µM* and TrxR1 substrate -11.9%.
For CCOC(=O)CCCNC(=O)COC(=O)c1cc(Br)c(Br)s1 the results were USP1 inh -9.7%, LDHA inh -1.4, Glioma ERSR ind -5.0%, TrxR1 inh 14.5%, RGS4 inh 8.6%, Vif-APOBEC3G blk 1.9%, mIDH1 inhibitor -1.4%, Vif-APOBEC3F blk -4.4% and TrxR1 substrate 1.7%.
COc1cc(C(CC(=O)Nc2ccc(C)c(F)c2)N2Cc3ccccc3C2=O)cc(OC)c1OC (stereo not given) was read as USP1 inh -19.3%, LDHA inh -9.6, Glioma ERSR ind 0.4%, TrxR1 inh 3.7%, RGS4 inh -30.9%, Vif-APOBEC3G blk -0.8%, mIDH1 inhibitor 0.0%, Vif-APOBEC3F blk -0.6% and TrxR1 substrate -4.1%.
For CCOC(=O)c1cccc(NC(=O)/C(=C\c2ccccc2)NC(=O)c2ccccc2Cl)c1 the results were USP1 inh -13.2%, LDHA inh -6.3, Glioma ERSR ind -1.4%, TrxR1 inh 23.0%, RGS4 inh -0.3%, Vif-APOBEC3G blk 1.1%, mIDH1 inhibitor -0.4%, Vif-APOBEC3F blk 4.0% and TrxR1 substrate 10.6%.
For N#CCC(=O)N/N=C\c1ccccc1OC/C=C/c1ccccc1 the results were USP1 inh -12.4%, LDHA inh -4.1, Glioma ERSR ind -1.0%, TrxR1 inh -8.2%, RGS4 inh 7.8%, Vif-APOBEC3G blk inconclusive, mIDH1 inhibitor 11.6%, Vif-APOBEC3F blk -1.9% and TrxR1 substrate -3.9%.
For CC(OC(=O)/C=C/c1ccco1)C(=O)Nc1cccc([N+](=O)[O-])c1 (stereo not given) the results were USP1 inh -16.7%, LDHA inh -1.6, Glioma ERSR ind -2.5%, TrxR1 inh inconclusive, RGS4 inh -2.5%, Vif-APOBEC3G blk inconclusive, mIDH1 inhibitor -2.7%, Vif-APOBEC3F blk -8.9% and TrxR1 substrate -5.5%.
N#CCCn1cc(CNC2CCC(O)CC2)c2ccccc21 (stereo not given) was read as USP1 inh -18.4%, LDHA inh 1.0, Glioma ERSR ind 0.0%, TrxR1 inh 17.4%, RGS4 inh -8.3%, Vif-APOBEC3G blk -3.3%, mIDH1 inhibitor 3.2%, Vif-APOBEC3F blk 2.1% and TrxR1 substrate 0.6%.
For O=C1CSC(c2ccc(Cl)c(Cl)c2)N1c1nccs1 (stereo not given) the results were USP1 inh -18.7%, LDHA inh -1.2, Glioma ERSR ind 0.2%, TrxR1 inh -19.1%, RGS4 inh -20.3%, Vif-APOBEC3G blk inconclusive, mIDH1 inhibitor -12.6%, Vif-APOBEC3F blk 7.7% and TrxR1 substrate -11.1%.
`CCc1n[nH]c(=S)n1/N=C/c1ccccc1OCc1ccc(Cl)cc1` gave USP1 inh -23.2%, LDHA inh -2.6, Glioma ERSR ind -1.6%, TrxR1 inh 20.4%, RGS4 inh -9.4%, Vif-APOBEC3G blk -4.9%, mIDH1 inhibitor -4.7%, Vif-APOBEC3F blk 7.4% and TrxR1 substrate 4.0%.
Cc1ccc(C)c(OCCC(=O)NCCc2ccc(Cl)cc2)c1 was read as USP1 inh -15.6%, LDHA inh -5.7, Glioma ERSR ind -2.4%, TrxR1 inh 10.6%, RGS4 inh 22.1%, Vif-APOBEC3G blk -3.3%, mIDH1 inhibitor 1.6%, Vif-APOBEC3F blk -19.7% and TrxR1 substrate -3.7%.
Screening Cc1cccc(C)c1OCc1cn(CC(=O)c2ccc(O)cc2)nn1 returned USP1 inh -11.3%, LDHA inh 5.9, Glioma ERSR ind -0.5%, TrxR1 inh -4.6%, RGS4 inh -2.9%, Vif-APOBEC3G blk 1.5%, mIDH1 inhibitor 18.9%, Vif-APOBEC3F blk 4.2% and TrxR1 substrate 3.0%.
`CCN(C(=O)Cn1cc(C(C)=O)c2ccccc21)c1ccccc1` gave USP1 inh -12.4%, LDHA inh -3.2, Glioma ERSR ind -4.8%, TrxR1 inh 4.2%, RGS4 inh 7.6%, Vif-APOBEC3G blk -1.4%, mIDH1 inhibitor 14.1%, Vif-APOBEC3F blk 0.2% and TrxR1 substrate 3.2%.
Screening COc1ccc(/C=N/N2CCN(C)CC2)cc1O returned USP1 inh -14.8%, LDHA inh 18.1, Glioma ERSR ind -3.4%, TrxR1 inh 8.1%[57.1 µM], RGS4 inh -30.2%, Vif-APOBEC3G blk -1.4%, mIDH1 inhibitor 12.1%, Vif-APOBEC3F blk 0.3% and TrxR1 substrate 1.3%[57.1 µM].
`COc1ccc(-c2csc3nc(C)nc(N4CCCCC4)c23)cc1OC` gave USP1 inh -14.2%, LDHA inh 3.6, Glioma ERSR ind -5.6%, TrxR1 inh 15.6%[57.1 µM], RGS4 inh -26.4%, Vif-APOBEC3G blk inconclusive, mIDH1 inhibitor inconclusive, Vif-APOBEC3F blk -7.5% and TrxR1 substrate -0.9%[57.1 µM].
`O=C(CNC(=O)c1ccc(Br)cc1)NCCc1nc2ccccc2[nH]1` gave USP1 inh -9.1%, LDHA inh 1.7, Glioma ERSR ind -5.1%, TrxR1 inh 14.3%, RGS4 inh -33.3%, Vif-APOBEC3G blk 0.0%, mIDH1 inhibitor 4.2%, Vif-APOBEC3F blk 1.1% and TrxR1 substrate 0.6%.
CC1(C)Cc2ccccc2C(COc2ccccc2)=N1 was read as USP1 inh -14.2%, LDHA inh -0.2, Glioma ERSR ind -3.2%, TrxR1 inh 5.2%, RGS4 inh -24.2%[56.9 µM], Vif-APOBEC3G blk -8.4%, mIDH1 inhibitor 14.0%, Vif-APOBEC3F blk -0.1% and TrxR1 substrate 9.9%.
For COc1cc(C(=O)N2CCN(C/C=C/c3ccccc3)CC2)cc(OC)c1C the results were USP1 inh -3.6%, LDHA inh -1.1, Glioma ERSR ind -3.5%, TrxR1 inh 13.4%, RGS4 inh -2.2%, Vif-APOBEC3G blk -0.5%, mIDH1 inhibitor 7.0%, Vif-APOBEC3F blk -3.1% and TrxR1 substrate 5.6%.
Screening CC(=O)Nc1sc2c(c1C#N)CCC(C)C2 (stereo not given) returned USP1 inh inconclusive, LDHA inh -1.9, Glioma ERSR ind 1.2%, TrxR1 inh 30.4%[11.4 µM], RGS4 inh 19.3%, Vif-APOBEC3G blk -2.4%, mIDH1 inhibitor 18.0%, Vif-APOBEC3F blk -4.8% and TrxR1 substrate 13.7%[11.4 µM].
CC(NC(=O)c1cccc(S(=O)(=O)N2CCN(C)CC2)c1)c1ccc(Cl)cc1Cl (stereo not given) was read as USP1 inh 0.2%, LDHA inh -2.5, Glioma ERSR ind -6.2%, TrxR1 inh 10.3%, RGS4 inh -23.9%, Vif-APOBEC3G blk 0.5%, mIDH1 inhibitor 2.7%, Vif-APOBEC3F blk 2.7% and TrxR1 substrate 1.5%.
`CCC(C(=O)O)n1ccc2cc(S(=O)(=O)N3CCCCC3)ccc21` (stereo not given) gave USP1 inh -2.6%, LDHA inh -8.6, Glioma ERSR ind -0.9%, TrxR1 inh 9.3%, RGS4 inh 2.2%, Vif-APOBEC3G blk -1.3%, mIDH1 inhibitor -9.8%, Vif-APOBEC3F blk -2.6% and TrxR1 substrate 20.0%.
